# H9c2 TAG inh: reduces triacylglycerol accumulation in H9c2 cells. Nile Red lipid (TAG) fluorescence; cells loaded with 200 µM oleic acid. inhibition, % at 12.5 µM. 230,000 tested, 0.66% active. AID 651582;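 active means pattern-corrected inhibition of lipid staining of at least 50% with the nuclear-stain viability signal not falling by more than 50%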;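 further: 0% = DMSO wells and 100% = triacsin C control wells; some results filed as inactive read as strong as hits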
# H9c2 TAG inh DAPI viability: further read-out of H9c2 TAG inh, marked with its call; DAPI nuclei signal change (viability), lower = more cytotoxic, %;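 whole-well DAPI fluorescence read on a plate reader as a viability signal; minus 50 percent equals half of cells still viable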
# Starred values were filed as active, the others as inactive; i = inactive.
no. | SMILES | H9c2 TAG inh | H9c2 TAG inh DAPI viability
1 | Cc1ccnc2nc(C(=O)OCC(=O)NC3CCC(C)CC3)nn12 (stereo not drawn) | 5 | 7
2 | COc1ccc(-c2csc(Nc3cccc(C)n3)n2)cc1 | 11 | -1
3 | CCCCCN(C(=O)CCC(=O)OCCOc1ccccc1Cl)c1c(N)n(CCCC)c(=O)[nH]c1=O | 5 | -10
4 | COc1ccc(NC(=O)COC(=O)[C@@H]2CCCN2S(=O)(=O)c2ccccc2F)c(OC)c1 | 7 | -7
5 | CC(=O)Nc1ccc(-c2ccnc3c2CC(C)(C(=O)Nc2ccccc2)O3)cc1 (stereo not drawn) | 2 | 1
6 | CCC(=O)Nc1nc2nc(C)cc(=O)n2[nH]1 | 14 | -2
7 | O=C(CSCc1ccccc1)N1CCN(c2cccc(C(F)(F)F)c2)CC1 | 0 | 3
8 | COc1cc(C(=O)N/N=C\c2ccccc2)c([N+](=O)[O-])c(OC)c1OC | -3 | -11
9 | CC(Oc1cc(-c2ccccc2)cc2ccccc12)C(=O)N1CCOCC1 (stereo not drawn) | 6 | -1
10 | CCOc1ccc(-c2nnc(SCC(=O)Nc3cc(C)on3)o2)cc1 | -13 | 5
11 | O=c1c2c(n3cnnc3n1-c1ccccc1)-c1ccccc1CC21CCCCC1 | -2 | 1
12 | Cc1cc(C(=O)OCC(=O)N2CCc3ccccc32)ccc1[N+](=O)[O-] | 1 | -3
13 | Cc1cc(SCC(=O)Nc2ccccc2)n2ncc(-c3ccccc3)c2n1 | 5 | 3
14 | CCCCNc1ccc2oc(-c3ccc(OC)cc3)c(-c3ccc(OC)c(F)c3)c2c1 | 19 | i
15 | Cc1ccc(N2CC(C(=O)OCC(=O)c3ccc[nH]3)CC2=O)cc1 (stereo not drawn) | -25 | -2
16 | CC(C)Oc1ccc(Nc2ncnc3ccccc23)cc1 | -8 | 9
17 | O=C1NC2(CCOc3ccccc32)C(=O)N1CC(=O)N(Cc1ccccc1)C1CCS(=O)(=O)C1 (stereo not drawn) | 8 | -8
18 | COC(=O)C1CCN(C(=O)COC(=O)CNS(=O)(=O)c2ccc(SC)c([N+](=O)[O-])c2)CC1 | 2 | 0
19 | CC(C)CN(C(=O)COC(=O)/C=C/c1ccccc1)C1CCS(=O)(=O)C1 (stereo not drawn) | 5 | 0
20 | CSc1ccc(/C=C(/NC(=O)c2ccccc2)C(=O)NCCN2CCOCC2)cc1 | -2 | 1
21 | Cc1csc(NC(=O)CSCC(=O)O)c1-c1nc2ccccc2s1 | 2 | 5
22 | O=C(CN(Cc1ccco1)C(=O)c1cccc(F)c1)Nc1ccccc1C(F)(F)F | -5 | -1
23 | Cc1noc(C)c1COc1ccc2ccc(=O)oc2c1 | -6 | 2
24 | CC(=NCCN1CCN(C(=S)Nc2ccccc2)CC1)C1=C(O)CC(C)(C)CC1=O | 14 | -20
25 | NS(=O)(=O)c1ccc(CCNC(=O)c2cncc(Br)c2)cc1 | -5 | 2
26 | CC(=O)[C@H]1[C@H](C#N)C[C@H]2[C@@H]3CC=C4C[C@@H](O)CC[C@]4(C)[C@H]3CC[C@@]21C | -10 | 4
27 | COc1cccc(-c2nc(CS(=O)(=O)CC(=O)Nc3c(C)cccc3C)c(C)o2)c1 | 12 | -14
28 | CC(C(=O)OCC(=O)Nc1ccccc1OC(F)F)N1C(=O)C2CC=CCC2C1=O (stereo not drawn) | -9 | 3
29 | CCN(CC)C(=O)C1CCCN(c2ccc([N+](=O)[O-])cc2/C=N/NC(=O)c2cccc(Br)c2)C1 (stereo not drawn) | -10 | 7
30 | Cc1ccc(S(=O)(=O)N2CCCC(C(=O)NCc3ccccn3)C2)cc1 (stereo not drawn) | 6 | -3

# The final 7 records of the section before open the next one:
no. | SMILES | H9c2 TAG inh | H9c2 TAG inh DAPI viability
24 | CC(=NCCN1CCN(C(=S)Nc2ccccc2)CC1)C1=C(O)CC(C)(C)CC1=O | 14 | -20
25 | NS(=O)(=O)c1ccc(CCNC(=O)c2cncc(Br)c2)cc1 | -5 | 2
26 | CC(=O)[C@H]1[C@H](C#N)C[C@H]2[C@@H]3CC=C4C[C@@H](O)CC[C@]4(C)[C@H]3CC[C@@]21C | -10 | 4
27 | COc1cccc(-c2nc(CS(=O)(=O)CC(=O)Nc3c(C)cccc3C)c(C)o2)c1 | 12 | -14
28 | CC(C(=O)OCC(=O)Nc1ccccc1OC(F)F)N1C(=O)C2CC=CCC2C1=O (stereo not drawn) | -9 | 3
29 | CCN(CC)C(=O)C1CCCN(c2ccc([N+](=O)[O-])cc2/C=N/NC(=O)c2cccc(Br)c2)C1 (stereo not drawn) | -10 | 7
30 | Cc1ccc(S(=O)(=O)N2CCCC(C(=O)NCc3ccccn3)C2)cc1 (stereo not drawn) | 6 | -3
31 | Cc1nc2nc[nH]n2c(=O)c1NC(=O)CCc1ccccc1 | -10 | 2
32 | O=C1CC(C(=O)Nc2ccc(C(=O)N3CCOCC3)cc2)C2(CCCCC2)O1 (stereo not drawn) | -4 | -5
33 | CC(=O)OC1(C(F)(F)F)Oc2ccccc2NC1=O (stereo not drawn) | 4 | 7
34 | COc1ccc(NC(=O)CSCC(=O)Nc2ccc(S(=O)(=O)N3CCCCC3)cc2)cc1 | -4 | 5
35 | Cc1ccc2[nH]c(C(F)(F)F)cc(=O)c2c1 | -10 | 10
36 | CCN(C(=O)COC(=O)c1ccc2c(=O)n3c(nc2c1)CCC3)C1CCS(=O)(=O)C1 (stereo not drawn) | 5 | -5
37 | Cc1ccc(/C=N/NC(=O)C(O)c2ccccc2)o1 (stereo not drawn) | 1 | -5
38 | CSc1nc(N)nc2c1ncn2CC(=O)N1CCN(Cc2c(C)cc(C)cc2C)CC1 | -11 | -10
39 | O=C(NCc1nc2ccccc2[nH]1)c1cccc(S(=O)(=O)N2CCCCC2)c1 | 5 | -4
40 | CN(c1ccccc1)c1nc(N)c([N+](=O)[O-])c(N2CCCCCC2)n1 | 3 | -4
41 | CCN(C[C@H]1N[C@@](C)(C(=O)OC)[C@H]2C(=O)N(Cc3ccccc3)C(=O)[C@@H]12)C(=O)c1ccc(C(C)(C)C)cc1 | -9 | 2
42 | COc1ccccc1NC(=O)CN1C(=O)CC(C)S(=O)(=O)c2ccccc21 (stereo not drawn) | -1 | 0
43 | O=C(CSc1nc(Nc2ccccc2)nc(N2CCOCC2)n1)N1CCCC1 | 71* | -25*
44 | Clc1cccc(CSc2nc3ccncc3[nH]2)c1 | -3 | -1
45 | CN(Cc1ccccc1)C(=O)c1cccc(NC(=O)C2CCCN(C(=O)OC(C)(C)C)C2)c1 (stereo not drawn) | 7 | 2
46 | Cc1ccc(CN(C#N)c2nc(C)cc(C)n2)cc1 | -27 | 6
47 | Cc1ccc(Cn2c(=O)n(-c3ccccc3)c(=O)c3ccc(C(=O)NCc4ccco4)cc32)cc1 | 41 | -19
48 | C=CCOc1nc(-c2ccccc2Cl)nc2ccccc12 | 6 | -9
49 | c1cc(CSc2nnc(-c3ccc4c(c3)OCO4)o2)ccn1 | 7 | -14
50 | COc1ccc(C(=O)N[C@H]2COC(C)(C)O[C@H]2c2ccccc2)cc1 | 2 | 5
51 | Cc1ccccc1Nc1c(-c2ccccn2)nc2c(C)cccn12 | 23 | -6
52 | C/C(=N\Nc1cc(N2CCOCC2)ncn1)c1ccccc1 | 105 | -68
53 | Cc1ccc(N(C(=O)Cn2nnc(-c3ccccc3)n2)C(C(=O)NC2CCCCC2)c2ccccn2)cc1C (stereo not drawn) | -8 | 6
54 | Cc1ccc(NS(=O)(=O)c2ccc(-c3csc(C)n3)s2)c(C)c1 | -2 | 8
55 | N#Cc1nc(COc2ccc(F)cc2)oc1NCCN1CCOCC1 | -7 | 4
56 | CCN(C(=O)COc1ncnc2ccc(Br)cc12)C1CCS(=O)(=O)C1 (stereo not drawn) | 12 | 4
57 | COc1cc(/C=C/C(=O)O)cc(S(=O)(=O)NC2CCCC2)c1OC | 6 | 7
58 | Cc1ccc(C)c(NC(=O)COC(=O)Cn2c(C)csc2=O)c1 | 4 | -5
59 | C=CCN(Cc1ccc(Cl)s1)C(=O)c1cc(S(=O)(=O)N2CCOCC2)ccc1F | -17 | 4
60 | COc1ccc(C(=O)NNC(=O)CSc2nnc(-c3cccnc3)n2C)cc1 | -1 | -5

# Of the compounds above, three have a cyano group.
no. | SMILES | H9c2 TAG inh | H9c2 TAG inh DAPI viability
26 | CC(=O)[C@H]1[C@H](C#N)C[C@H]2[C@@H]3CC=C4C[C@@H](O)CC[C@]4(C)[C@H]3CC[C@@]21C | -10 | 4
46 | Cc1ccc(CN(C#N)c2nc(C)cc(C)n2)cc1 | -27 | 6
55 | N#Cc1nc(COc2ccc(F)cc2)oc1NCCN1CCOCC1 | -7 | 4

# Additional entries:
no. | SMILES | H9c2 TAG inh | H9c2 TAG inh DAPI viability
61 | CC(=O)Nc1ccc2oc(C)nc2c1 | 7 | -10
62 | C/C(=N\NC(=O)c1ccc(CN2CCc3ccccc3C2)cc1)c1ccccc1O | 2 | -9
63 | Cc1oc(CC(C)C)cc1C(=O)Nc1cccc2ccccc12 | 1 | 9
64 | O=C(CNC(=O)c1ccccc1F)N/N=C/c1cc(Br)ccc1OCc1ccccc1 | 5 | 5
65 | CCC(=O)n1nc(-c2cccnc2)nc1NCc1cccs1 | 15 | -1
66 | NC(Cc1ccc(Cl)cc1)c1csc(Nc2cc(Oc3ccccc3)ncn2)n1 (stereo not drawn) | 31 | -13
67 | C(=N\Nc1nnnn1-c1ccccc1)/c1ccncc1 | 12 | 1
68 | COc1ccc(S(=O)(=O)N(CC(C)C)CC(C)C)c2cccnc12 | -4 | -2
69 | Cc1cc(=O)c2ccc(C(F)(F)F)cc2[nH]1 | 4 | 3
70 | CC(C)(C)OC(=O)NCCCC[C@@H](C(=O)N1CCN(C(=O)OC(C)(C)C)CC1)n1cc(C(CO)NC(=O)OC(C)(C)C)nn1 (stereo partly drawn) | 3 | -11
71 | COc1cc(OC)cc(-c2c(-c3cccs3)c3cc(-c4ccc(OC)c(F)c4)ccc3n2C)c1 | -55 | 133
72 | Cc1cc(C(=O)N2CCCC(Nc3ccc(F)cc3)C2)c(C)o1 (stereo not drawn) | 10 | -7
73 | CCC(CO)Oc1cc(NC(=O)c2ccccc2Cl)c2ncn(C(C)C)c2c1 (stereo not drawn) | -5 | -6
74 | COc1cccc(-c2ccc3nnc(SCC(=O)N4CCOCC4)n3n2)c1 | 14 | -8
75 | CC(=O)c1c(C(C)=O)c(C)n(-c2ccc3ncccc3c2)c1C | -3 | 6
76 | CN(c1ccc(C(=O)NCc2ccncc2)cc1)S(C)(=O)=O | -15 | 8
77 | Oc1ccc(-c2nc3ncccn3c2Nc2ccc3c(c2)OCCO3)cc1 | 4 | 7
78 | CNC(=O)NC(=O)COC(=O)c1cccc(S(=O)(=O)N2CC3(C)CC2CC(C)(C)C3)c1 (stereo not drawn) | 16 | 1
79 | O=C(COC(=O)C1CC1)Nc1ccc(OC(F)F)cc1 | -11 | -9
80 | Cc1cccc(N(Cc2nnc3n2CCCCC3)C(=O)Nc2ccccc2)c1 | 0 | -5
81 | COc1ccc(NC(=O)Nc2ccncc2)c(OC)c1 | -1 | -1
82 | Cc1noc(C)c1COc1ccccc1C(=O)NC(C)c1ccc(F)cc1 (stereo not drawn) | 8 | -2
83 | COc1ccccc1C(=O)NCC(=O)OCc1ccc(Br)cc1 | -1 | 6
84 | CC1(C)O[C@@H](CC(=O)O)[C@]23CO[C@H](C(=O)[C@]4(C)C2CC[C@@]2(C)[C@H](c5ccoc5)OC(=O)C5O[C@]524)[C@@H]13 (stereo partly drawn) | -9 | 9
85 | CCc1ccc(OC2(C)CCN(Cc3ccccc3OC(F)F)C2)cc1 (stereo not drawn) | -30 | 22
86 | CCCCC(=O)Nc1ncc(S(=O)(=O)c2ccc([N+](=O)[O-])cc2)s1 | 0 | -3
87 | COc1ccc(NC(=O)c2ccccc2NC(=O)CSc2ccc(Cl)cc2)cc1 | -2 | 0
88 | OCCC#Cc1c(-c2ccsc2)sc2ccccc12 | -4 | -5
89 | O=[N+]([O-])c1ccc(S(=O)(=O)NCC(c2cccnc2)N2CCc3ccccc3C2)cc1 (stereo not drawn) | 6 | 8
90 | COc1ccc(S(=O)(=O)N2CCOC2CNC(=O)C(=O)NCCCN2CCOCC2)cc1OC (stereo not drawn) | 2 | 2
91 | Cc1cc(N)nc2nc(C(F)(F)F)nn12 | 4 | 1
92 | O=C(NCC(c1ccco1)N1CCCCC1)c1ccc(OCc2ccccc2)cc1 (stereo not drawn) | -9 | 13

# Some of the entries so far, screen by screen:
62: C/C(=N\NC(=O)c1ccc(CN2CCc3ccccc3C2)cc1)c1ccccc1O
63: Cc1oc(CC(C)C)cc1C(=O)Nc1cccc2ccccc12
assay / compound,62,63
H9c2 TAG inh,2,1
H9c2 TAG inh DAPI viability,-9,9

# 7 entries already listed, sorted by length of the SMILES, low to high.
no. | SMILES | H9c2 TAG inh | H9c2 TAG inh DAPI viability
79 | O=C(COC(=O)C1CC1)Nc1ccc(OC(F)F)cc1 | -11 | -9
85 | CCc1ccc(OC2(C)CCN(Cc3ccccc3OC(F)F)C2)cc1 (stereo not drawn) | -30 | 22
68 | COc1ccc(S(=O)(=O)N(CC(C)C)CC(C)C)c2cccnc12 | -4 | -2
80 | Cc1cccc(N(Cc2nnc3n2CCCCC3)C(=O)Nc2ccccc2)c1 | 0 | -5
87 | COc1ccc(NC(=O)c2ccccc2NC(=O)CSc2ccc(Cl)cc2)cc1 | -2 | 0
86 | CCCCC(=O)Nc1ncc(S(=O)(=O)c2ccc([N+](=O)[O-])cc2)s1 | 0 | -3
71 | COc1cc(OC)cc(-c2c(-c3cccs3)c3cc(-c4ccc(OC)c(F)c4)ccc3n2C)c1 | -55 | 133

# Assay outcomes as filed in PubChem.

# The list is partial; rates above refer to the full screens.
